# NR2E3 ag-1: activates human NR2E3 receptor; Q9Y5X4; CHO-S Gal4-NCOR/VP16-NR2E3 two-hybrid, luciferase; inhibition of corepressor binding, % at 3.98 µM; 0.35% of 360,000 active; AID 602229;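 active = inhibition above the mean of all tested compounds plus 3 SD, cut at about 70% in these data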;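 note: 0% = DMSO with NR2E3 transfected cells and 100% = cells lacking NR2E3 construct; higher means lower luciferase signal from less NR2E3 corepressor binding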
# Target sequence (Q9Y5X4 whole entry, looked up, the tested form may be a part): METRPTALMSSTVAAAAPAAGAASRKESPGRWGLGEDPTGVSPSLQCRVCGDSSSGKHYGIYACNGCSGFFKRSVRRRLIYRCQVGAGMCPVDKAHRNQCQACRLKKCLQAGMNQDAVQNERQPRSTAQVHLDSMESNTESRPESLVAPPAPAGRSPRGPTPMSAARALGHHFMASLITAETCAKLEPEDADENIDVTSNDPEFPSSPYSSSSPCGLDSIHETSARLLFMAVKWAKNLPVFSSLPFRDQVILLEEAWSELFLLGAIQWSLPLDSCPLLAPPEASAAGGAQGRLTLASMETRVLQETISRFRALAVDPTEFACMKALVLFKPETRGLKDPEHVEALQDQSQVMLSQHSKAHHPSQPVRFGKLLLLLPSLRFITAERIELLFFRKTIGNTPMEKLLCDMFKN
# TRPM1 prom inh: MITF TRPM1 promoter inhibition in SK-MEL-5 cells. 0.83% of 330,000 active. SK-MEL-5 TRPM1 promoter luciferase, 24 h. inhibition, % at 12.5 µM;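 active = mean inhibition across replicates of 60% or more, whatever share of single replicates reaches that level; inconclusive = some that reach 60%, reason not given; inactive = mean inhibition across replicates below 60%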; note: values of inactives mirror those of a sister screen read the other way
# C8 TRAIL sens: caspase-8 TRAIL sensitization. inhibition (viability loss, TRAIL sensitization), % at 10 µM. NB7+C8 cells + TRAIL, ATPlite viability luminescence. 1% of 360,000 active;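 active = compounds causing at least 50% loss of cell viability in the single-dose screen, relative to plate controls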
# HIF-2a inh: blocks HIF-2a reporter activity | 0.72% of 360,000 active | 786-0 RCC cells HIF-2a reporter, luciferase luminescence, overnight | AID 624352 | inhibition, % at 18.8 µM;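 active = inhibition of the luminescence signal of 40% or more relative to plate controls, in a single-dose primary screen at 18.75 µM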
# CF NFkB inh: blocks PAF-induced NF-kB reporter in cystic fibrosis cells; 0.86% of 360,000 active; KKLEB NF-kB-GFP reporter, GFP fluorescence overnight; inhibition, % at 5 µM; AID 588850;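 active = at least 50% inhibition at 5 µM, scaled per plate between neutral and stimulator controls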;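 note: PAF is a Pseudomonas aeruginosa culture filtrate used as stimulus; plate controls were PAF-stimulated DMSO wells for no effect and unstimulated DMSO wells for full effect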
# Peg3 promoter: inhibitors of Peg3 promoter; HeLa PEG-Prom luciferase reporter, luminescence, overnight; inhibition, % at 20 µM; 1.7% of 360,000 active; AID 588405;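 active = inhibition of at least 50% at 20 µM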
# TWEAK-Fn14 inh: inhibitors of TWEAK-Fn14 interaction signaling | inhibition, % at 10 µM | 2% of 360,000 active | TWEAK-stimulated Fn14 reporter cells, luciferase luminescence, 8 h; in the data active = inhibition above about 50%
# Shn3 inh set2: reduces Shn3 3'UTR luciferase signal in osteoblasts. Clone20 osteoblast Shn3 3'UTR firefly luciferase, 24 h. inhibition, % at 12.5 µM. 0.52% of 360,000 active. AID 588674;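 active = mean inhibition of at least 75% with every replicate also reaching 75%; inconclusive = mean inhibition at least 75% but some replicate below; inactive = mean inhibition below 75%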;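 note: 0% = median of neutral control wells and 100% = pilot-screen positive control compound; some compounds past the cut are filed as inactive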
# NR2E3 ag-2: activates human photoreceptor nuclear receptor NR2E3; Q9Y5X4; GST-NR2E3/biotin-RetCOR TR-FRET, 1536-well; inhibition of corepressor binding, % at 4.78 µM; 0.12% of 320,000 active; AID 2300;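 active = percent inhibition above the cutoff of mean plus 3 SD of all tested compounds, set per screening campaign, cut at about 20% in these data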;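 note: 0% = DMSO wells and 100% = biotin wells as full block of FRET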
#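 Material: NR2E3–RetCOR corepressor complex | Quantity: 1.35 nM GST-tagged NR2E3 final | Schedule: 5 h at 4 °C | Replication: Singlicate compound wells | Reagent: RetCOR corepressor, biotinylated, 7 nM | Controls: Biotin wells as high control, 0.6% DMSO wells as low control | Signal: TR-FRET, Eu(K)-anti-GST donor, streptavidin-D2 acceptor, ex 340, em 617/671 nm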
# TROY signal inh: TROY signaling inhibition. inhibition, % at 10 µM. Q293 LMP1-TROYcd NF-kB luciferase reporter, 4 h. AID 1347056. 0.98% of 360,000 active;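 active = compounds whose plate-normalised and pattern-corrected inhibition of the luciferase reporter signal at the single screening dose is 50% or more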
# KKLEB cytotox: CF airway cell cytotoxicity counter-screen | activity change (cytotoxicity), % at 5 µM | KKLEB CF airway cells viability, ATPlite luminescence, overnight; hits give low values; cells stimulated with P. aeruginosa culture filtrate | AID 602141 | 0.36% of 360,000 active;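 active = corrected activity change at or below -50% at 5 µM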
# * marks the source's active call; other numbers are inactive results; ? = inconclusive; nt = no result given; & = joins results of further samples. Only part of the results is shown. The share of hits here may be higher or lower than overall.
SMILES,NR2E3 ag-1,TRPM1 prom inh,C8 TRAIL sens,HIF-2a inh,CF NFkB inh,Peg3 promoter,TWEAK-Fn14 inh,Shn3 inh set2,NR2E3 ag-2,TROY signal inh,KKLEB cytotox
CCN(Cc1ccccc1)C(=O)COC(=O)c1c(C)nsc1NC,7,7,8,9,-8,20,4,33,2,-3,10
CCOC(=O)c1nnc(-c2ccccc2)nc1Oc1ccccc1Cl,-6,0,11,33,23,22,-24,-4,-1,-35,-22
Cc1cccc(C)c1NC(=O)CNC(=O)C1CC(=O)N(Cc2ccccc2)C1 (configuration not stated),13,8,0,8,6,-2,-2,-2,-2,-9,16
CC(C)Nc1nc(NC(C)C)nc(Oc2ccc(=O)n(C)n2)n1,9,-1,-9,-5,-2,-9,4,-4,-2,-27,-10
CC1CCN(C(=O)c2[nH]cnc2C(=O)N[C@H](C)c2ccccc2)CC1,13,-2,-12,5,6,3,4,-16,5,13,-2
CN(CCC1CCOCC1)C(=O)CC1C(=O)NCCN1Cc1c(F)cccc1Cl (configuration not stated),-14,-2,10,19,-8,2,5,-52,-1,-21,8
O=C(Nc1nncs1)c1cc(-c2ccncc2)nc2ccc(Cl)cc12,-7,5,-2,5,-21,-14,2,4,2,4,18
CN(CC(=O)NCc1ccc(F)cc1)S(=O)(=O)c1ccc2c(c1)c(=O)n(C)c(=O)n2C,-17,7,-5,6,8,3,-8,-12,-1,1,-11
CCCc1cc(=O)oc2cc(C)cc(OCC(=O)N3CCC(C(N)=O)CC3)c12,-11,-15,-1,4,-17,-9,-14,-11,-4,0,11
CCOc1ccccc1NC(=O)Nc1ccsc1C(=O)OC,9,11,25,-3,-12,4,0,8,4,3,4
Nc1c(C(=O)NCc2ccccc2)sc2nc(N3CCOCC3)c3c(c12)CCCC3,5,3,-8,10,14,-1,18,23,11,-6,-11
COc1ccc(N2C(N)=C(C#N)C(c3cccnc3)C3=C2CC(C)(C)CC3=O)cc1 (configuration not stated),-17,-1,0,10,-6,26,14,-7,1,-8,0
O=C(CSc1nnc(-c2ccco2)n1-c1ccccc1)NCCc1ccccc1,11,13,2,-13,-3,11,-11,4,1,-11,-12
CON(C)C(=O)/C=C/c1ccc([B-](F)(F)F)cc1,-31,-20,2,-135,-18,-97,-12,-44,nt,-57,6
CCN(CC)c1nc(N)c2c(N)nc3c(c2c1C#N)CC(c1ccccc1)O3 (configuration not stated),-15,6,-4,18,1,31,12,11,1,24,2
CCOC(=O)N1CCN(C(=O)c2ccc3c(c2)sc2nc(-c4ccc(OC)cc4)cn23)CC1,-33,-17,-1,-148,8,-67,11,10,4,-34,-7
C#CCOc1ccc2ccccc2c1/C=C(/C#N)c1ccc(C(=O)O)cc1,-44,6,-6,7,3,36,13,-4,1,-16,-5
CCOc1ccc(N(CC(=O)Nc2ccc(C)c(F)c2)C2=NC3CS(=O)(=O)CC3S2)cc1 (configuration not stated),-14,6,10,-8,2,-1,28,-14,1,7,3
O=C(O)c1ccc(S(=O)(=O)/N=C2\C=C(Nc3ccccc3F)C(=O)c3ccccc32)cc1,104*,46,50,-14,102*,104*,96*,?,9,49,-70*
CCN1C(=O)[C@H]2[C@@H](c3ccc(-c4ccc(Cl)c(Cl)c4)cc3)N[C@@](CC(C)C)(C(=O)OC)[C@H]2C1=O,-34,-14,0,14,22,4,-4,27,0,6,-3
Cn1ncc(Cl)c1C(=O)NCc1cc(C(C)(C)C)n[nH]1,31,11,5,25,-1,11,26,10,1,-10,3
CCCn1c(=N)n(CCOc2ccc(OC)cc2)c2ccccc21,-11,2,0,23,-25,3,-1,43,-4,-3,-4
CC(C)C1Oc2ccccc2C(=O)N(CC(=O)c2ccc3c(c2)OCCO3)C1=O (configuration not stated),-104,-74,16,-240,19,-294,-46,-99,-1,24,-21
CSc1nc2[nH]c(=O)[nH]c2c(=O)[nH]1,-41,16,0,0,-18,9,-4,-5,nt,-2,-2
O=S(=O)(O)c1nc2ccccc2n1CCOc1ccccc1,5,10,-15,-5,0,6,1,-20,0,-17,3
CC(C)C(=O)n1nc(-c2cccnc2)nc1NCc1cccs1,-8,2,-1,-9,23,-6,7,0,0,-4,-14
CN(c1ccc(C(=O)NCc2ccccn2)cc1)S(C)(=O)=O,2,2,-8,-25,4,-8,-15,-45,-1,-5,-4
COc1cc(CC(=O)Nc2ccc3c(c2)CCC3)cc(OC)c1OC,5,15,21,23,8,16,8,64,1,16,-19
COC(=O)c1ccc(C(=O)OC)c(NC(=O)CCc2ccc(C)o2)c1,1,-17,-10,9,3,-2,11,14,0,4,-7
Cc1cc(NS(=O)(=O)c2ccc(NC(=O)CCN3C(=O)c4ccccc4C3=O)cc2)no1,-29,-6,0,3,-3,4,-6,13,-3,-10,7
CCC1OC2(C)OC(=N)C1(C#N)C(C#N)(C#N)C2c1ccccc1 (configuration not stated),-13,-4,-2,18,-12,4,-20,15,-4,-2,4
CCN(CC)S(=O)(=O)c1ccc(OC)c(NC(=O)c2ccc(OC)c([N+](=O)[O-])c2)c1,-9,3,5,5,3,28,15,-7,4,-24,4
NC(=O)COC(=O)CNC(=O)c1sc2ccccc2c1Cl,-27,0,-1,7,8,3,11,9,2,9,9
COc1cc2c(cc1OC)-c1cc(OCCN3CCOCC3)nc(=O)n1CC2,-1,-14,15,-6,9,-18,-13,11,-4,-7,-4
Cc1ccc(C(=O)COC(=O)c2cccc(N3C(=O)c4c(C)nc5ccccc5c4C3=O)c2)cc1C,-54,-15,60*,-1,-5,-4,-13,-27&8,-4,-37,5
O=c1nc(Nc2cccc(Cl)c2)oc2cc(Cl)oc(=O)c12,-37,2,2,-70,-2,-132,-42,-16,3,16,9
CC(=O)Cc1nsc(NC(=O)c2csc3c2CCCC3)n1,-26,-21,-11,-137,6,-95,2,-1,3,-32,-6
C=CCOc1c(Br)cc(CNCCCN2CCOCC2)cc1OC,-4,2,-11,14,0,-7,-10,14,nt,3,2
Cn1cccc1C(=O)NC1CCCCC1,5,-19,11,-46,16,-45,3,-5,4,-24,-2
CO/N=C/CC(=O)Nc1ccc(F)cc1F,-37,8,6,14,7,10,-6,-1,0,-6,0
CC1CC(=O)NN1C(=O)c1ccccc1 (configuration not stated),-15,8,19,9,-13,4,-10,2,-3,-12,-3
CC(=O)Nc1cc2c(cc1Br)-c1ccccc1C2,-56,-8,-5,-231,-16,-250,-2,-29,nt,-32,8
CCc1nnc(NC(=O)Cc2ccc(OC)cc2)s1,-7,-6,3,-1,7,10,6,5,0,-2,-4
CCCCNC1(C#N)CCN(Cc2ccccc2)CC1,-60,2,-7,-5,23,-6,5,-7,nt,-5,4
O=C(c1ccc(CN2CCOCC2)cc1)N1CCN(c2ccccc2)CC1,-5,-4,27,-10,11,3,5,-14,4,0,-8
Cc1ccc(S(=O)(=O)c2nc(S(=O)(=O)c3ccc(C)cc3)c(NCc3ccco3)s2)cc1,6,-8,9,4,12,14,11,9,0,-15,-10
Cc1cc(C)nc(NC(=O)NS(=O)(=O)N2CCCCCC2)n1,-20,-2,-1,23,14,-7,13,11,1,1,-7
Cc1ccc(S(=O)(=O)N(C)C)cc1NC(=O)COC(=O)c1c(C)noc1C,-5,-7,2,-2,3,5,3,0,0,-16,-1
Cc1ccnc(NS(=O)(=O)c2ccc(NC(=O)c3cc(=O)c4ccccc4o3)cc2)n1,-8,5,11,9,-18,-10,-1,-27,1,-5,8
CCN(C(=O)Cn1cnc2cc([N+](=O)[O-])ccc2c1=O)C1CCS(=O)(=O)C1 (configuration not stated),-4,1,-4,18,-2,-4,1,-14,2,-1,0

# Nothing new here: four of the compounds above.
SMILES,NR2E3 ag-1,TRPM1 prom inh,C8 TRAIL sens,HIF-2a inh,CF NFkB inh,Peg3 promoter,TWEAK-Fn14 inh,Shn3 inh set2,NR2E3 ag-2,TROY signal inh,KKLEB cytotox
CC1CC(=O)NN1C(=O)c1ccccc1 (configuration not stated),-15,8,19,9,-13,4,-10,2,-3,-12,-3
CC(=O)Nc1cc2c(cc1Br)-c1ccccc1C2,-56,-8,-5,-231,-16,-250,-2,-29,nt,-32,8
CCc1nnc(NC(=O)Cc2ccc(OC)cc2)s1,-7,-6,3,-1,7,10,6,5,0,-2,-4
CCCCNC1(C#N)CCN(Cc2ccccc2)CC1,-60,2,-7,-5,23,-6,5,-7,nt,-5,4

# The results go on:
SMILES,NR2E3 ag-1,TRPM1 prom inh,C8 TRAIL sens,HIF-2a inh,CF NFkB inh,Peg3 promoter,TWEAK-Fn14 inh,Shn3 inh set2,NR2E3 ag-2,TROY signal inh,KKLEB cytotox
Cc1cc(Cl)c(S(=O)(=O)N2CCN(c3cccc(C)c3C)CC2)cc1OCC(N)=O,-14,11,-9,10,-12,20,13,12,-3,29,10
O=C1CN(N=Cc2ccco2)C(=O)N1,-3,-9,-5,14,-8,8,-21,-2,nt,2,13
COCCCNC(=S)N1CCN(S(C)(=O)=O)CC1,16,-5,-7,19,-12,-2,1,10,2,1,3
O=C(c1ccco1)N1CCn2c1nc1ccccc12,-36,-34,4,-94,9,-115,-22,-43,-2,-23,3
O=C(O)/C(=C\c1cn(-c2ccccc2)nc1-c1ccc(Cl)cc1)NC(=O)c1ccccc1,8,7,-3,3,3,7,9,-12,-1,-5,-2
O=S(=O)(c1ccc(F)cc1)N1CCN(c2ccc(F)cc2)CC1,-37,-4,-6,13,0,10,-1,9,1,-14,9
COc1ccc(C(=O)/C=C/Nc2c(C)n(C)n(-c3ccccc3)c2=O)cc1OC,-5,-12,3,9,9,19,16,16,0,-7,1
CC(=O)Nc1ccc(NCc2ccc(-c3ccccc3)cc2)cc1,-9,9,-14,13,0,-21,9,5,nt,10,6
CCOCC(O)CS(=O)(=O)c1ccccn1 (configuration not stated),-9,4,-6,6,1,14,10,-24,-1,-7,7
CCC1CCCCN1C(=O)CSc1nnc2nc(C)cc(C)n12 (configuration not stated),-27,0,8,2,-8,-4,3,-10,4,5,21
COC(=O)CCC(=O)OC,0,-1,3,6,5,4,13,1,nt,4,2
COc1cc(NS(=O)(=O)c2cccc3nsnc23)cc(OC)c1,-11,3,-7,9,1,7,6,-1,2,2,9
O=C(NCc1ccccc1)c1cc(-c2ccncc2)nc2ccc(S(=O)(=O)N3CCOCC3)cc12,2,-1,-5,-3,-20,16,-12,11,4,0,9
c1ccc(-c2cnc(SCCN3CCOCC3)n2CC2CCCO2)cc1 (configuration not stated),1,-7,3,16,5,11,2,8,2,-14,4
N#C/C(=C\c1cn(-c2ccccc2)nc1-c1ccccc1)S(=O)(=O)c1ccccc1,0,-15,15,12,33,-35,-31,8,-2,11,-49
FC(F)(F)c1ccc(NCc2ccccn2)nc1,-54,-49,9,-144,-6,-200,11,-41,-2,-51,5
